# D1 PAM – Potentiators of Human D1 Dopamine Receptor: qHTS | HEK293 TREx D1 cells, calcium flux, dopamine EC20 potentiation | AID 504651, 2011 | potentiation, % at 10 µM | 360,000 tested, 0.036% active | D(1A) dopamine receptor (Homo sapiens), P21728; in the data active means potentiation above about 30%; further: 0% is about no effect
# D1 antag – Antagonist of Human D 1 Dopamine Receptor: qHTS; D(1A) dopamine receptor (Homo sapiens), P21728; AID 504652, 2011; HEK293 TREx D1 cells, calcium flux, dopamine EC80; stronger effect = lower value; activity change, negative = inhibition, % at 10 µM; 360,000 tested, 3.2% active; in the data active means activity change below about -30%; further: on the % scale 0 is the no-effect control and ±100 the full control effect
#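 Inducible Hek293 Trex D1 cells (tetracycline, overnight, 30 C). Calcium dye 30–90 min RT. Antagonist mode: EC80 dopamine added after 180 s compound read.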
# RXFP1 antag – qHTS Assay for Antagonists of the Relaxin Receptor RXFP1; Relaxin receptor 1 (Homo sapiens), Q9HBX9; HEK293-RXFP1, relaxin-stimulated cAMP HTRF, 30 min; stronger effect = lower value; activity change, negative = inhibition, % at 57.5 µM; 350,000 tested, 0.59% active; AID 1259400, 2018;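 active means activity change of -60% or lower, but not beyond a set lower limit; inconclusive means change between -60% and -40%, or beyond the set limit; inactive means change above -40%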; further: on the % scale 0 is the no-effect control and ±100 the full control effect
# D2 PAM – HTS Assay for Positive Allosteric Modulators of the Human D2 Dopamine Receptor: Primary Screen for Potentiators; potentiation, % at 10 µM; 340,000 tested, 0.34% active; D(2) dopamine receptor (Homo sapiens), P14416; HEK293 T-REx D2, calcium flux, EC20 dopamine potentiation; AID 485347, 2010;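 active means potentiation over 3 SD above the plate norm, cut at about 30% in these data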; further: 0% is about no effect
# Target sequence (P14416 whole entry, looked up): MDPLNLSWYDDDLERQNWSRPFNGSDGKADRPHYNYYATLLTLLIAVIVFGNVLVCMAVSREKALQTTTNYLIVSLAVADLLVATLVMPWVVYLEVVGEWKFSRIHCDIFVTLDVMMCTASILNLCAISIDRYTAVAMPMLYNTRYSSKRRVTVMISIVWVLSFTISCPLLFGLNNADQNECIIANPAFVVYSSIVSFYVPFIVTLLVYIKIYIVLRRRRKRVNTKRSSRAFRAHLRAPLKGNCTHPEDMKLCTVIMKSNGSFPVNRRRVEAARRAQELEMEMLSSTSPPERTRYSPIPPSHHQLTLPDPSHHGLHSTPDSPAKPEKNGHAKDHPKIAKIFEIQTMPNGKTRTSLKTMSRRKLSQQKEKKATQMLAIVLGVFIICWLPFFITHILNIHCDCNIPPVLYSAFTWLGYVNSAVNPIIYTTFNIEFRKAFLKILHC
#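 Calcium flux readout, no-wash dye, 1 read/s. Inducible HEK293 Trex D2 line, overnight 30 C. Compound alone 180 s (agonist flags), then EC20 dopamine, another 180 s to score potentiation.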
# D2 ag – HTS Assay for Allosteric Agonists of the Human D2 Dopamine Receptor: Primary Screen for Agonists; D(2) dopamine receptor (Homo sapiens), P14416; HEK293 T-REx D2 cells, calcium flux agonist mode; activation, % at 2 µM; 340,000 tested, 0.53% active;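 active means activation over 3 SD above normal in the single-dose calcium agonist read, cut at about 30% in these data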; further: 0% is about no effect
#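 Tetracycline-induced HEK293 T-REx cells with force-coupled D2 receptor, plated overnight at 30 C, loaded with no-wash calcium dye. After a 10 s baseline, compound was pin-added and calcium flux read kinetically for 180 s; calcium rises flagged agonists.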
# D2 antag – HTS Assay for Allosteric Antagonists of the Human D2 Dopamine Receptor: Primary Screen for Antagonists. HEK293 TREx D2 cells, calcium flux, dopamine EC80. D(2) dopamine receptor (Homo sapiens), P14416. inhibition, % at 10 µM. 340,000 tested, 2% active; in the data active means inhibition above about 30%; further: 0% is about no effect
#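 Tetracycline-induced HEK293 T-REx cells expressing D2 force-coupled to calcium signalling were dye-loaded, exposed to compound for 180 s, then challenged with an EC80 of dopamine; calcium flux was followed kinetically for a further 180 s.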
# TRHR enhancer – qHTS for Small Molecule Agonists and Allosteric Enhancers of Human TRH Receptor: Primary Screen for Enhancers; enhancement, % at 2 µM; AID 493056, 2011; Thyrotropin-releasing hormone receptor (Homo sapiens), P34981; TRHR cells, fluo-8 calcium fluorescence, EC20 TRH enhancement; 360,000 tested, 0.66% active; in the data active means enhancement above about 30%; further: 0% is about no effect
# Target sequence (P34981 whole entry, looked up): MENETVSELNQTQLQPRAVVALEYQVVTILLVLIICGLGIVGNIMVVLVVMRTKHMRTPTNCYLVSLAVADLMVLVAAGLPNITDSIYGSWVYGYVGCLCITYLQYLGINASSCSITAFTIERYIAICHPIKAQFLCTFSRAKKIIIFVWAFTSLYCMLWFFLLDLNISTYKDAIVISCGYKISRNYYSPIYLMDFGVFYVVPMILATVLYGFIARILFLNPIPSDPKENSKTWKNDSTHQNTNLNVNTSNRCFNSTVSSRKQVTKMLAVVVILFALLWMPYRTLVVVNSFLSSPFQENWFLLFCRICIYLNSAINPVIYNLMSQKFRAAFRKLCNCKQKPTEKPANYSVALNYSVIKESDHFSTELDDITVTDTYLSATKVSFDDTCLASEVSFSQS
#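 TRHR-expressing cells loaded with fluo-8 calcium dye were read kinetically (ex 480/em 530) during compound addition, then stimulated with an EC20 of TRH (10 nM final). Enhancement of the Gq-mediated intracellular calcium response was scored.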
# D1 agonist – Allosteric Agonists of the Human D1 Dopamine Receptor: qHTS; HEK293 T-REx D1 cells, calcium flux, agonist mode; activation, % at 2 µM; 360,000 tested, 1% active; AID 504660, 2011; further: 0% is about no effect
#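 Inducible HEK293 T-REx D1 cells, force-coupled to calcium signalling, were plated at 4000 cells/well with tetracycline and held overnight at 30 C. After no-wash calcium dye loading, compound-evoked calcium rise over 180 s flagged agonists.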
# TRHR ag – qHTS for Small Molecule Agonists and Allosteric Enhancers of Human TRH Receptor: Primary Screen for Agonists. activation, % at 2 µM. 360,000 tested, 0.18% active. TRHR cells, calcium flux fluo-8, FDSS agonist mode. Thyrotropin-releasing hormone receptor (Homo sapiens), P34981; further: 0% is about no effect
#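 TRHR-expressing cells, plated overnight in medium with 10% serum, were loaded with fluo-8 calcium dye at room temperature. After a 10 s baseline, library compound was pin-added and calcium release was recorded kinetically (ex 480/em 530) as agonist response.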
# Numbers without * were called inactive; ? = inconclusive; . = not tested or not shown. Unless noted, no stated cut-off is given here; in the data, active means activation above about 30%; inactive means the rest.
cpd	SMILES	D1 PAM	D1 antag	RXFP1 antag	D2 PAM	D2 ag	D2 antag	TRHR enhancer	D1 agonist	TRHR ag
1	Cc1c(N2C(=O)/C(=C/C3CC=CCC3)SC2=S)c(=O)n(-c2ccccc2)n1C (stereo not drawn)	5.8	1.6	2.2	17.6	-0.2	-11.5	-8.0	0.9	-0.2
2	O=C(NCC(c1cccs1)N1CCOCC1)C1CCN(S(=O)(=O)c2cccc(C(F)(F)F)c2)CC1 (stereo not drawn)	-2.1	-0.3	-24.7	8.8	-0.3	1.1	-5.6	6.3	-1.0
3	Cc1nc(NN)c2c3c(sc2n1)COC(C)(C)C3	-9.4	5.8	-5.1	8.8	0.2	5.8	7.4	1.7	0.3
4	Cc1ccc(S(=O)(=O)N2CCN(C(=O)c3ccco3)CC2)cc1C	-7.5	-12.1	-4.0	-12.3	-0.1	3.9	-6.0	1.2	-0.3
5	Cc1ccccc1C(=O)NNC(=O)C1CCN(c2ncccn2)CC1	-4.5	1.4	-0.6	6.4	-0.2	-20.3	8.2	3.1	-1.1
6	COc1ccc(NC(=O)c2cc3nc(-c4ccccc4)cc(-c4ccccc4)n3n2)c(OC)c1	-4.9	-0.8	-4.0	9.4	-1.6	1.6	-7.5	5.0	-0.4
7	O=C(CNC(=O)c1cccs1)NCCN1CCN(Cc2ccccc2)CC1	0.1	-0.8	21.6	5.0	-0.4	-5.0	3.7	0.5	-0.3
8	COc1cccc(C(=O)N2CCC(O)(c3cccnc3)CC2)c1	1.3	2.8	-4.1	1.7	0.7	19.2	0.6	1.5	0.4
9	Cc1cccc(Nc2nnc(-c3ccc(C)c(S(=O)(=O)NCC4CCCO4)c3)c3ccccc23)c1 (stereo not drawn)	-2.7	-20.2	6.5	-13.2	-2.1	.	-12.9	-0.6	0.1
10	CCN1CCN(C(=O)CS(=O)Cc2nc(-c3cccc(C)c3)oc2C)CC1 (stereo not drawn)	-4.6	-20.1	27.6	8.2	0.9	-0.9	5.8	1.9	0.2
11	CCCCCCCCCCCC(=O)N1CC(=O)NC(=O)C1	-2.8	-9.2	-17.5	6.1	0.2	-15.7	9.8	3.1	-0.3
12	Cc1ccc(S(=O)(=O)NC(=O)Nc2nccs2)cc1	2.2	3.7	-4.8	-9.4	1.0	9.2	10.4	1.9	-1.1
13	NC(=O)NC(=O)COC(=O)/C=C/c1cccs1	-2.9	-3.0	6.3	11.0	0.2	-3.8	-1.3	1.9	0.2
14	O=C(/C=C/Nc1ccccc1Oc1ccccc1)c1ccco1	-6.5	.	?	5.6	0.1	8.6	-6.0	0.6	-0.1
15	c1ccc(-c2ccc(CN3CCN(c4ncccn4)CC3)cc2)cc1	-11.1	-17.5	-28.2	-32.1	78.8*	117.9*	-4.0	7.2	0.8
16	O=C(NCCS(=O)(=O)N1CCN(c2ccc(F)cc2)CC1)c1ccco1	0.8	-42.3*	8.1	-12.7	0.1	33.1*	6.7	1.8	-0.4
17	O=C(c1cccc(Cl)c1)N1CCCc2ccccc21	-6.4	-14.2	-11.6	0.7	-2.0	-6.9	2.7	1.3	-1.1
18	COc1ccc(C(=O)OCc2ccc(C)cc2)cc1S(=O)(=O)N1CCOCC1	.	5.0	4.5	-0.9	0.1	8.9	-6.6	19.9	0.5
19	O=C(CN1CCc2ccccc21)NCc1ccc2c(c1)OCO2	-8.3	-0.3	2.7	-5.8	-0.7	2.7	-6.4	0.7	-1.4
20	CCc1ccccc1NC(=O)CC1Sc2ccc(C(F)(F)F)cc2NC1=O (stereo not drawn)	1.1	-18.0	.	-5.6	2.4	.	0.1	7.3	2.0
21	Cc1ccc(-n2c(SCC(=O)c3c(N)n(C4CC4)c(=O)[nH]c3=O)nnc2N2CCOCC2)cc1	-4.2	11.0	2.4	.	.	.	-3.8	2.1	0.3
22	O=[N+]([O-])c1ccc2c(c1)C(N1CCOCC1)/C(=C/COc1ccc3ccccc3c1Br)O2 (stereo not drawn)	-3.1	3.5	-9.0	-6.5	-0.3	-1.5	0.8	3.1	0.0
23	CC(=O)OCCCN1C(=O)c2cccc3cc(Br)cc(c23)C1=O	6.2	0.0	.	-5.7	-0.2	6.5	2.8	1.6	-0.5
24	Cc1ccc2ncc(C(=O)Nc3ccc(F)cc3F)c(=O)n2c1	0.4	-1.5	-9.8	17.8	0.3	.	0.6	1.0	-0.1
25	O=C(CCCSc1nc2ccccc2[nH]1)Nc1nnc(-c2ccccc2)o1	-4.3	7.8	4.8	0.8	1.7	3.7	-1.3	2.2	0.1
26	CCCCNC(=O)C1CCC(=O)N1CCc1ccccc1 (stereo not drawn)	-9.9	-5.3	-0.9	-1.5	0.8	7.9	-2.3	1.2	0.1
27	O=C1c2cccc3c([N+](=O)[O-])ccc(c23)C(=O)N1O	2.7	-8.2	10.4	-1.8	-0.2	26.7	-2.8	3.3	0.5
28	COc1ccc([C@@]2(C(C)C)ON(c3ccccc3C(F)(F)F)C2=O)cc1	9.6	.	.	7.8	0.0	-0.1	-2.0	0.5	-0.1
29	Cc1ccc(CSCC(=O)Nc2ccccc2F)cc1	-2.5	2.7	3.1	-5.9	-2.1	-16.4	-1.2	2.7	-1.1
30	Cc1cc(C)c(C#N)c(SCC(=O)NC2CC2)n1	-5.5	2.5	4.6	2.1	-1.8	-4.3	16.4	3.0	-2.2
31	COc1cc(C2CC(=O)NC(SCC(=O)Nc3ccccc3C)=C2C#N)ccc1O (stereo not drawn)	2.0	-1.9	3.7	-1.4	2.5	8.8	-5.8	7.8	0.5
32	Cc1csc(NC(=O)CCS(=O)(=O)c2ccc(Br)cc2)n1	0.1	-7.5	-1.3	-1.0	0.0	2.0	10.7	0.1	0.0
33	Cc1cnc(C(=O)Nc2ccc(-n3cnnn3)cc2)cn1	-6.3	-18.1	13.0	-4.3	-0.4	12.3	10.5	0.4	0.3
34	COC(=O)C(C(=O)Nc1cccc(Cl)c1C)C1CCCC1 (stereo not drawn)	2.6	-2.8	2.6	17.1	0.3	-3.7	-0.1	2.2	-0.2
35	Cc1ccc2nc(C3CCCN(C(=O)NCc4ccccc4)C3)[nH]c2c1 (stereo not drawn)	-4.1	-4.6	-3.4	0.1	0.9	-2.3	4.3	1.4	-1.7
36	C=CCNC(=S)Nc1ccc(F)cc1F	-6.5	12.9	-0.3	-9.9	-0.4	-10.7	-3.5	6.2	1.0
37	CN(Cc1ccccc1F)C(=O)CCCNC(=O)c1ccc(Cl)cc1	-3.0	-9.6	-1.2	-1.9	0.0	-10.5	1.8	3.6	-0.3
38	O=C(CCCOc1ccccc1)Nc1nnc(C2CCCO2)s1 (stereo not drawn)	-2.2	-5.9	-3.1	-13.3	-0.2	-16.6	-3.5	2.7	-1.1
39	O=C(COC(=O)COc1ccc(Cl)cc1)NC1CCCCC1	-3.8	13.7	-3.3	8.0	0.1	-12.6	-1.0	-0.3	0.9
40	CCCOc1ccc(Cc2c(O)nc(SC)[nH]c2=O)cc1C	3.4	9.4	-5.2	13.6	0.3	-11.4	40.1*	6.2	0.0
41	CN(CCO)c1cc(N2CCC3(CC2)OCCO3)c2nonc2c1[N+](=O)[O-]	-0.9	4.8	13.9	17.5	0.1	-3.6	-4.7	0.7	0.3
42	O=c1cc(-c2ccccc2)nc2nc(CCc3ccccc3)[nH]n12	-3.1	-7.6	-14.9	-1.4	-0.9	1.0	3.8	3.3	0.4
43	Cc1ccc(Cc2cnc(N3C(=N)SC(c4ccccc4)C3=O)s2)cc1 (stereo not drawn)	0.9	-24.6	-6.4	.	.	.	-2.6	-1.0	-0.1
44	CCc1ccc(OCc2nnc(SCC(=O)N3CCOCC3)o2)cc1	-1.8	5.8	3.0	10.8	-2.3	13.5	-1.9	4.3	-1.1
45	CCN(CC)C(=O)CSc1nc2cc(S(=O)(=O)N3CCOCC3)ccc2n1CC	-6.4	3.1	-6.3	0.9	1.0	-1.5	13.5	-0.1	0.1

# Six of the compounds above, in transposed form.
41) CN(CCO)c1cc(N2CCC3(CC2)OCCO3)c2nonc2c1[N+](=O)[O-]
44) CCc1ccc(OCc2nnc(SCC(=O)N3CCOCC3)o2)cc1
33) Cc1cnc(C(=O)Nc2ccc(-n3cnnn3)cc2)cn1
26) CCCCNC(=O)C1CCC(=O)N1CCc1ccccc1 (stereo not drawn)
40) CCCOc1ccc(Cc2c(O)nc(SC)[nH]c2=O)cc1C
45) CCN(CC)C(=O)CSc1nc2cc(S(=O)(=O)N3CCOCC3)ccc2n1CC

Screen / compound no.,41,44,33,26,40,45
D1 PAM,-0.9,-1.8,-6.3,-9.9,3.4,-6.4
D1 antag,4.8,5.8,-18.1,-5.3,9.4,3.1
RXFP1 antag,13.9,3.0,13.0,-0.9,-5.2,-6.3
D2 PAM,17.5,10.8,-4.3,-1.5,13.6,0.9
D2 ag,0.1,-2.3,-0.4,0.8,0.3,1.0
D2 antag,-3.6,13.5,12.3,7.9,-11.4,-1.5
TRHR enhancer,-4.7,-1.9,10.5,-2.3,40.1*,13.5
D1 agonist,0.7,4.3,0.4,1.2,6.2,-0.1
TRHR ag,0.3,-1.1,0.3,0.1,0.0,0.1

# Part of the list above, showing only D2 PAM:
entry | SMILES | D2 PAM
22 | O=[N+]([O-])c1ccc2c(c1)C(N1CCOCC1)/C(=C/COc1ccc3ccccc3c1Br)O2 (stereo not drawn) | -6.5
23 | CC(=O)OCCCN1C(=O)c2cccc3cc(Br)cc(c23)C1=O | -5.7
24 | Cc1ccc2ncc(C(=O)Nc3ccc(F)cc3F)c(=O)n2c1 | 17.8

# Screening data as filed in PubChem BioAssay.
